# VLA-4 inh = inhibition in a human VLA-4 binding assay; actives 0.2% (n = 330,000); VLA-4 expressing cells, ligand binding flow cytometry; inhibition, % (about 7 µM as worked out from the volumes in the protocol); AID 2557; in the data active = inhibition above about 50%
# Target sequence (P13612 whole entry, looked up): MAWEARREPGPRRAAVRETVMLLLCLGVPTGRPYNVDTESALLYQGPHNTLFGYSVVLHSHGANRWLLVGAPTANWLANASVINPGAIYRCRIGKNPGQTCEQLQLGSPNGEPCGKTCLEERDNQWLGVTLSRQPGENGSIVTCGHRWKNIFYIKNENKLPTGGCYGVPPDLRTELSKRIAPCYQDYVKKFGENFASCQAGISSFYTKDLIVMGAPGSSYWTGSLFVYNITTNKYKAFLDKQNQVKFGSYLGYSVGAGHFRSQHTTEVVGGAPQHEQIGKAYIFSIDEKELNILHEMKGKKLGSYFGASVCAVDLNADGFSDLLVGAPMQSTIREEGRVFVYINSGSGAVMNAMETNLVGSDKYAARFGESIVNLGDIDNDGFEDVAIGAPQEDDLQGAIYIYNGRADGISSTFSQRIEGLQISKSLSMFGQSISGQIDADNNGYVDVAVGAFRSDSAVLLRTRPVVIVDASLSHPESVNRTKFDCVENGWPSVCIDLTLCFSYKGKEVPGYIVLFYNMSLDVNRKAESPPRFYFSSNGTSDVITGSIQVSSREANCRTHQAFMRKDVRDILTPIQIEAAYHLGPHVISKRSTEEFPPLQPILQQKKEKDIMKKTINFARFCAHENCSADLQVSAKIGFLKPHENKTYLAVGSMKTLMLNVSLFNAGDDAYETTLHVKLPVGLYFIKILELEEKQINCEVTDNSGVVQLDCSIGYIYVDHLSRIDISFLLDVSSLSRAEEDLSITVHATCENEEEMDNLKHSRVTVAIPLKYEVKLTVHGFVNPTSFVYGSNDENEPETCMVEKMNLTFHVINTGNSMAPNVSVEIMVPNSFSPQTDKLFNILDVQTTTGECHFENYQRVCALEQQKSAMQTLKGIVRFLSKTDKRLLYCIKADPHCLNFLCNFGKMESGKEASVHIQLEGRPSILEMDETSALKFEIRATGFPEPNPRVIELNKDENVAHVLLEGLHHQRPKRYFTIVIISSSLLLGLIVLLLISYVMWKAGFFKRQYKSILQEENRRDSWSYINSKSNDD
# HCV core dimer = blocks dimerization of HCV core protein. TR-FRET GST/Flag-core106 dimerization, 1536-well. inhibition, % at 5 µM. actives 0.33% (n = 300,000);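 active = inhibition above the mean of all tested compounds plus 3 SD, set per screening campaign, cut at about 45% in these data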
#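 Assay system: tagged HCV core106 pair (GST and Flag); medium: KF-containing HEPES buffer, pH 7.45, DTT, CHAPS, BSA; also added: Eu donor and XL665 acceptor anti-tag antibodies; dosing: 5 µM single dose; timing: compound-protein-antibody incubation 4 h at 22.5 °C; signal: TR-FRET 671 and 617 nm emission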
# GASC-1 inh = blocks human GASC-1 demethylase activity; Q9H3R0; GST-JMJD2C(1-420) H3K9me3 demethylation, DELFIA europium; AID 2099; inhibition, % at 2.35 µM; actives 0.069% (n = 330,000);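 active = more than half of a compound's replicate wells show inhibition beyond 50%, single wells judged on their own value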;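 also: signal counts dimethyl H3K9 product captured on neutravidin plate; 0% = median of DMSO wells and 100% = 0.3 times that DMSO median; strong numbers were not always called active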
# PP5 inh = inhibitors of human protein phosphatase 5 (PP5) | actives 0.18% (n = 320,000) | P53041 | inhibition, % at 6.7 µM | purified PP5c, OMFP substrate fluorescence;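 active = inhibition above the campaign's mean inhibition across all tested compounds plus 3 SD, cut at about 9.5% in these data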;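 also: 0% = DMSO only and 100% = 100 µM cantharidin control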
# PP1 inh = counter-screen for PP5 inhibitors: inhibitors of human PP1-alpha; P62136; purified PP1alpha, OMFP fluorescence; inhibition, % at 6.7 µM; actives 0.9% (n = 320,000);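 active = inhibition above the mean inhibition of all tested compounds plus 3 SD, computed separately for each screening campaign, cut at about 15% in these data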
# CTSL1 counter = counter-screen for PFM18AAP inhibitors: inhibitors of F. hepatica cathepsin L1; recombinant F. hepatica cathepsin L1, Z-Leu-Arg-MCA fluorescence; inhibition, % at 5.96 µM; actives 0.49% (n = 300,000); AID 1906;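 active = inhibition above the mean of all tested compounds plus 3 SD, set per screening campaign, cut at about 17% in these data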;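 also: 0% = plate median of test compound wells and 100% = 1 µM Z-Phe-Ala-diazomethylketone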
# proCasp3 act = procaspase-3 (human) activation; P42574; recombinant procaspase-3 D3A, Ac-DEVD-pNA absorbance 405 nm; activation, % at 8.5 µM; actives 0.11% (n = 330,000);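 active = activation above the mean of all tested compounds plus 3 SD, cut at about 21% in these data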;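 also: 0% = DMSO alone and 100% = DMSO wells spiked with extra 5 µM PC-3 D3A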
#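 Assay system – Procaspase-3 D3A mutant, all three cleavage aspartates alanine · Controls – DMSO-only low control, 5 µM PC-3 D3A high control · Schedule – 1 h compound preincubation, 2 h substrate hydrolysis at 25 °C · Signal – 405 nm absorbance of p-nitroaniline, reads at 0 and 120 min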
# proCasp7 act = counter-screen for procaspase-3 activators: activators of human procaspase-7; activation, % at 8.5 µM; AID 463210; actives 0.093% (n = 330,000); recombinant procaspase-7, Ac-DEVD-pNA absorbance 405 nm; D23A/D198A/D206A triple mutant, cannot self-cleave; scale: DMSO 0, 5 µM enzyme 100;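 active = percent activation above the screen-wide mean plus 3 SD, cut at about 25% in these data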
#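 Assay system: Uncleavable procaspase-7 mutant enzyme; Input: 2 µM procaspase-7 mutant as dispensed; Also added: DEVD-pNA substrate; Medium: Zinc-free HEPES pH 7.4 with 300 mM NaCl, 0.01% Triton X-100; Timing: 1 h compound preincubation, 2 h substrate cleavage, 25 °C; Measured by: Epi-absorbance of released pNA at 405 nm, two timepoints.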
# GRK2 inh = inhibitors of human GRK2 displacing RNA aptamer. actives 0.59% (n = 330,000). P25098. bead flow cytometry, FAM-aptamer displacement from GRK2. inhibition of aptamer binding, % at 10 µM;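 active = inhibition of aptamer binding above 40%, roughly 3 SD of noise, on plates passing a quality check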;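 also: median bead fluorescence of bound FAM aptamer so fluorescent compounds give negative values; no value below 0 was filed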
# Active calls of the source: *; nt = not tested or not shown.
1: CCCCCCNc1cc(C)oc(=O)c1C(C)=O
2: CC1=C/C(=N\OC(=O)/C=C/c2ccccc2)C(C)=CC1=O
3: CN1C(C(=O)NCC2CC2)CC2Cn3c(nc4cc5ccccc5cc43)C21 (centres undefined)
4: CCN1C(=O)[C@H]2[C@@H](c3ccc(C)cc3)N3C(=O)N(c4cccc(Cl)c4)C(=O)[C@@]3(C)[C@H]2C1=O
5: O=C(CN1CCN(C2CCCCC2)CC1)c1c[nH]c2ccccc12
6: Cc1cccc(S(=O)(=O)NNC(=O)c2cc(-c3ccc(F)cc3)nc3ccccc23)c1
compound no. | 1 | 2 | 3 | 4 | 5 | 6
VLA-4 inh | 0 | -22 | 5 | 18 | -48 | 0
HCV core dimer | -8 | -4 | 10 | 9 | 5 | 7
GASC-1 inh | -2 | 7 | 1 | nt | -14 | 4
PP5 inh | 0.6 | -2.5 | 0.4 | -0.3 | 0.5 | 0.3
PP1 inh | 6 | 0 | -1 | 0 | -11 | 2
CTSL1 counter | 1 | -5 | -2 | -2 | 8 | -1
proCasp3 act | -4 | -2 | 0 | 1 | -12 | -6
proCasp7 act | 5 | 0 | -2 | 3 | -3 | -10
GRK2 inh | 4 | 0 | 0 | 1 | 0 | 0

# 2 compounds from above, showing only VLA-4 inh and PP1 inh.
no.	SMILES	VLA-4 inh	PP1 inh
1	CCCCCCNc1cc(C)oc(=O)c1C(C)=O	0	6
2	CC1=C/C(=N\OC(=O)/C=C/c2ccccc2)C(C)=CC1=O	-22	0

# The list goes on:
7: Cn1cccc1Cc1nnc(SCC(=O)NCCc2ccccc2)n1-c1ccc(F)cc1
8: Cc1cc(C(=O)COc2ccc(Cl)cc2Br)c(C)n1C
9: CCOC(=O)C1(Cc2ccccc2Cl)CCN(C(=O)CCn2ccnc2C)CC1
10: O=C(CSCc1ccccc1Cl)Nc1c[nH]c(=O)[nH]c1=O
11: Clc1ccc2nc(CN3CCCc4ccccc43)cn2c1
12: C=CCNc1nc2ccccc2nc1NS(=O)(=O)c1cccs1
compound no. | 7 | 8 | 9 | 10 | 11 | 12
VLA-4 inh | 1 | 0 | 53* | 2 | -66 | 5
HCV core dimer | 1 | 1 | -4 | 2 | 7 | 2
GASC-1 inh | -11 | 3 | -45 | 2 | -8 | -6
PP5 inh | 0.2 | 0.8 | -1.6 | -0.1 | 3.0 | -0.4
PP1 inh | -3 | -1 | -1 | -1 | 3 | -3
CTSL1 counter | 2 | -5 | 0 | -8 | -2 | 1
proCasp3 act | 1 | -46 | 15 | 9 | -2 | -1
proCasp7 act | -5 | 3 | 4 | -1 | -4 | -1
GRK2 inh | 3 | 0 | 0 | 8 | 0 | 2

# Given with two lines to a compound: 4 of the compounds above
# Values run as follows: VLA-4 inh | HCV core dimer | GASC-1 inh | PP5 inh | PP1 inh | CTSL1 counter | proCasp3 act | proCasp7 act | GRK2 inh
[9] CCOC(=O)C1(Cc2ccccc2Cl)CCN(C(=O)CCn2ccnc2C)CC1
  53* | -4 | -45 | -1.6 | -1 | 0 | 15 | 4 | 0
[8] Cc1cc(C(=O)COc2ccc(Cl)cc2Br)c(C)n1C
  0 | 1 | 3 | 0.8 | -1 | -5 | -46 | 3 | 0
[12] C=CCNc1nc2ccccc2nc1NS(=O)(=O)c1cccs1
  5 | 2 | -6 | -0.4 | -3 | 1 | -1 | -1 | 2
[11] Clc1ccc2nc(CN3CCCc4ccccc43)cn2c1
  -66 | 7 | -8 | 3.0 | 3 | -2 | -2 | -4 | 0

# Sorted by length of the SMILES (descending): some entries from above.
7: Cn1cccc1Cc1nnc(SCC(=O)NCCc2ccccc2)n1-c1ccc(F)cc1
9: CCOC(=O)C1(Cc2ccccc2Cl)CCN(C(=O)CCn2ccnc2C)CC1
12: C=CCNc1nc2ccccc2nc1NS(=O)(=O)c1cccs1
compound no. | 7 | 9 | 12
VLA-4 inh | 1 | 53* | 5
HCV core dimer | 1 | -4 | 2
GASC-1 inh | -11 | -45 | -6
PP5 inh | 0.2 | -1.6 | -0.4
PP1 inh | -3 | -1 | -3
CTSL1 counter | 2 | 0 | 1
proCasp3 act | 1 | 15 | -1
proCasp7 act | -5 | 4 | -1
GRK2 inh | 3 | 0 | 2

# Further results
13: Cc1cccc(N(CC(=O)N/N=C/c2ccccc2C(=O)O)S(C)(=O)=O)c1C
14: COc1cccc(-n2c(CNc3ccc(F)cc3)nnc2SCC(N)=O)c1
15: CCOc1ccc(N2CC(C(=O)OCC(=O)c3ccc(OC)cc3)CC2=O)cc1 (centres undefined)
16: CCc1nc(Nc2ccccc2OC)c2oc3ccccc3c2n1
17: CC1CC(C)CN(S(=O)(=O)c2cc3c4c(c2)CCC(=O)N4CCC3)C1 (centres undefined)
18: Cc1ccc(-c2cc(C(=O)N3CCc4ccccc4C3)[nH]n2)cc1C
compound no. | 13 | 14 | 15 | 16 | 17 | 18
VLA-4 inh | 7 | -2 | -6 | -1 | 4 | 18
HCV core dimer | 1 | -3 | -7 | -5 | 0 | 13
GASC-1 inh | 11 | -1 | -18 | 0 | -19 | 0
PP5 inh | 1.5 | 2.6 | -0.1 | 1.6 | -1.3 | 1.1
PP1 inh | -2 | -4 | -1 | -1 | -2 | -6
CTSL1 counter | 0 | -3 | -24 | -5 | 3 | -1
proCasp3 act | -4 | 6 | -10 | 5 | 5 | 5
proCasp7 act | 6 | -1 | 7 | 6 | 8 | 0
GRK2 inh | 0 | 0 | 0 | 1 | 0 | 0

# The final 2 records of the part before are carried over, then new ones follow.
17: CC1CC(C)CN(S(=O)(=O)c2cc3c4c(c2)CCC(=O)N4CCC3)C1 (centres undefined)
18: Cc1ccc(-c2cc(C(=O)N3CCc4ccccc4C3)[nH]n2)cc1C
19: COc1cc(OC)c(N(C)S(=O)(=O)c2cccc(C(=O)OCC(=O)N3CCOCC3)c2)cc1Cl
20: COc1cccc(Oc2cncnc2-c2ccc(OC)cc2O)c1
21: Cc1ccc(/C=N/N2CCN(Cc3ccccc3)CC2)cc1
22: COc1ccc(C(=O)NCc2cccs2)cc1S(=O)(=O)N1CCOCC1
23: Cn1nc([N+](=O)[O-])c(C(C#N)c2nc3ccccc3n2C)c(Cl)c1=O (centres undefined)
24: Cc1ccc2[nH]c(=O)c(CC=C(Cl)Cl)c(C)c2c1
compound no. | 17 | 18 | 19 | 20 | 21 | 22 | 23 | 24
VLA-4 inh | 4 | 18 | -5 | -5 | -3 | -3 | -18 | -3
HCV core dimer | 0 | 13 | nt | -3 | -12 | -6 | -6 | 1
GASC-1 inh | -19 | 0 | -4 | 27 | 0 | -8 | -36 | 33
PP5 inh | -1.3 | 1.1 | nt | 0.8 | 2.4 | 0.6 | 3.9 | 0.3
PP1 inh | -2 | -6 | nt | -1 | -4 | 0 | -2 | -1
CTSL1 counter | 3 | -1 | nt | 8 | -2 | 2 | -4 | -1
proCasp3 act | 5 | 5 | 3 | -3 | 7 | 0 | -20 | 10
proCasp7 act | 8 | 0 | 7 | -2 | -7 | 5 | 2 | 5
GRK2 inh | 0 | 0 | 14 | 2 | 1 | 0 | 3 | 0

25: CCOc1ccc(NS(=O)(=O)c2ccc(OCC(=O)NCCCOC)cc2)cc1
26: Cc1ccsc1C(=O)OCC(=O)NCCc1ccccc1
27: Cc1ccc(C(=O)Nc2nc(C)c(C(=O)N(C)C)s2)o1
28: Cc1nn2c(=O)cc(CSc3ccccc3NC(=O)c3ccccc3)nc2s1
compound no. | 25 | 26 | 27 | 28
VLA-4 inh | -2 | 5 | 12 | 2
HCV core dimer | -2 | nt | 2 | -20
GASC-1 inh | 3 | 0 | 12 | -10
PP5 inh | 0.7 | nt | 3.6 | 1.8
PP1 inh | -2 | nt | -5 | 1
CTSL1 counter | -3 | nt | 4 | -1
proCasp3 act | 7 | 2 | -13 | 4
proCasp7 act | 13 | 3 | 2 | -9
GRK2 inh | 1 | 0 | 1 | 0
